# PNC assembly inh = inhibitors of perinucleolar compartment assembly; PC3M PTB-GFP, PNC prevalence imaging, 16 h; hits give low values; 3.1% of 140,000 active; AID 2417; activity change (PNC), negative = inhibition, % at 10 µM;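 active = readout at or below -70, meaning at least 70% loss of cells showing the perinucleolar compartment, a nuclear body marking cancer cells; inconclusive = readout between -30 and a set limit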;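 also: plate controls were DMSO wells for no effect and camptothecin positive control wells for full effect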
#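 Compounds are pinned in duplicate onto adhered PC3M cells stably expressing GFP-tagged PTB and incubated 16 h at 37 C. Cells are then fixed, nuclei stained with Hoechst, and PNC-positive cells counted.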
# 15-hLO-2 inh = 15-hLO-2 (ALOX15B) enzyme inhibition | Potency, µM (doses to about 57.1 µM), inactives show top-dose activity change, negative = inhibition, actives largely listed as inhibitors | 0.56% of 110,000 active | purified 15hLO-2, xylenol orange hydroperoxide absorbance | AID 881; also: potency is read from the fitted curve at half-maximal effect; nearly all actives have a fitted effect of over 60% in size; many of its hits are not listed in these tables
# Target sequence (O15296 whole entry, looked up): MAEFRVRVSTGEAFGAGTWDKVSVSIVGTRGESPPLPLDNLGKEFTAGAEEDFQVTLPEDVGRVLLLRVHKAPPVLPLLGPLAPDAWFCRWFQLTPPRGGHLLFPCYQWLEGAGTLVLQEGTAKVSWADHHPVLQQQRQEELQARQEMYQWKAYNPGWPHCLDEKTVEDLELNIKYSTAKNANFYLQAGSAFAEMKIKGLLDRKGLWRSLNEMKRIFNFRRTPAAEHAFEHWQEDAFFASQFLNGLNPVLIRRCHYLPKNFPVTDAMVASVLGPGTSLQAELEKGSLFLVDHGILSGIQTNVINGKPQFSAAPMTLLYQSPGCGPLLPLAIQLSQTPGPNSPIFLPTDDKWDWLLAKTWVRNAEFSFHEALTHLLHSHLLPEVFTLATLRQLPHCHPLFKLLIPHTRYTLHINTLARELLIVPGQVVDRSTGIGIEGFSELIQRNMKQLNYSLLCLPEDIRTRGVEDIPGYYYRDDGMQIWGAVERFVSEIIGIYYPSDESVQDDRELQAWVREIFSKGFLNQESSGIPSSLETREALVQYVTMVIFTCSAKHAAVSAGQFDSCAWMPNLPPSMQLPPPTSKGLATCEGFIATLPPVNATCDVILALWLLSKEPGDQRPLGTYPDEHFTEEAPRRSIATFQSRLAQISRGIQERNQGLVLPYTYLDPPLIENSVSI
#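 Enzyme 50 nM, AA 45 uM, 25 mM Hepes pH 7.5 + 0.01% Triton X-100; cpd preinc 15 min RT, rxn 90 min RT; stop/detect with 200 uM XO + 300 uM Fe(II) in 50 mM H2SO4, 30 min; A573/A405.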
# IMPase cell inh = membrane-permeable compound that blocks inositol monophosphatase | P97697 | CHO-M1 cells, IP1 accumulation, HTRF TR-FRET ratio | inhibition (IP1 accumulation), % at 46.1 µM | 120,000 tested, under 10 active; active = well fitted curve in the direction sought with a large enough effect in the signal ratio, not every such curve was filed as active; inconclusive = small, poorly fitted or top-dose-only effect, or a change in a side signal; inactive = no such curve, though single readings can be large or run the other way; the % refers to the signal ratio;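 also: cells stimulated with carbachol in lithium chloride buffer; plate controls were DMSO basal wells for no effect and reference inhibitor wells for full effect; higher means more IMPase inhibition seen as more IP1 and lower FRET ratio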
# Target sequence (P97697 whole entry, looked up): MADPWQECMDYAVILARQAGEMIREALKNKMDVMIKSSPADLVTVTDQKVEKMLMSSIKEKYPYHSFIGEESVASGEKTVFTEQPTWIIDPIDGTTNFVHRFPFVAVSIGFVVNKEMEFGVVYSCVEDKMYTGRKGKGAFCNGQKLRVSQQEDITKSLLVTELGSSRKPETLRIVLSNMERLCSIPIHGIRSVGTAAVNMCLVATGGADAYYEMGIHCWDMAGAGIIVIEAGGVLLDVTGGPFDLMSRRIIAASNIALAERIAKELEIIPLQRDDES
#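 CHO-M1 cells (CHO stably expressing M1 receptor), compound up to 46 uM final, stimulated with carbachol (50 uM as added) in buffer with 50mM LiCl, pH 7.4, 30 min at 37C. Cytosolic IP1 read by TR-FRET; AC50 from Hill fits.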
# ALOX12 inhib = blocks human 12-lipoxygenase activity; P18054; purified 12-hLO, xylenol orange hydroperoxide absorbance; Potency, µM (titrated, usually from 57.1 µM), for the others: top-dose activity change, negative = inhibition, hits mostly inhibitors; 0.12% of 150,000 active; AID 1452; also: potency is read from the fitted curve at half-maximal effect; nearly all actives have a fitted effect of over 55% in size; many of its hits are not listed in these tables
#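 Hydroperoxide output read as Fe(III)-xylenol orange absorbance, 573-to-405 nm ratio, after 30 min reaction with 40 uM arachidonic acid. Enzyme: 150 nM purified human 12hLO, 15 min compound preincubation; 25 mM Hepes pH 7.0, room temperature.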
# * marks the source's active call; other numbers are inactive results; u = inconclusive; x = not tested or not shown; & = joins results of further samples; [ ] = another dose, or the depositor's remark. Unless noted, calls follow the shape of the dose curve; as a rule, active = well fitted curve in the direction sought with a large enough effect; inconclusive = small, poorly fitted or top-dose-only effect, or another doubt; inactive = no such curve, though single readings can be large; an effect the other way counts as inactive or inconclusive. Unless noted, % is scaled to controls: 0 for no effect and ±100 for the full control effect.
no.	mol	PNC assembly inh	15-hLO-2 inh
1	Cc1ccc(S(=O)(=O)N(C)C)cc1NC(=O)COC(=O)CCC(=O)c1ccc(F)cc1	-20	x
2	COc1ccc(OC2C(=O)N(Cc3ccc4c(c3)OCO4)C2c2sccc2C)cc1 (stereo not given)	u	20%
3	COc1cc(CN2CCN(c3cccc(Cl)c3)CC2)cc(OC)c1OC	u	x
4	COc1cnn(-c2ccc(C)cc2)c(=O)c1SCc1ccccc1	-12	-6%
5	CC(C)NC(=S)Nc1ccc(S(=O)(=O)Nc2ncccn2)cc1	u	x
6	COc1nc2c(C)cccc2cc1-c1noc(-c2ccncc2)n1	55	-4%
7	CC1(C)OC(=O)C(=C2CCCN2)C(=O)O1	-11	4%
8	COCCOC(=O)C1=C(C)NC2=C(C(=O)CC(C)(C)C2)C1c1ccc2c(c1)OCO2 (stereo not given)	u	-4%
9	O=C(c1cc(C(F)(F)F)cc(C(F)(F)F)c1)N1CCC2(CC1)CCN(c1ccccn1)CC2	x	25%
10	CCOC(=O)c1cc2c(=O)[nH]ccc2nc1C	17	-1%
11	CCOC(=O)CSc1nc2c(c(=O)n(C)c(=O)n2C)n1CCCc1ccccc1	u	-2%
12	COc1ccc(C(=O)Nc2ccc(S(=O)(=O)NC(C)=O)cc2)cc1	1	-15%

no.	IMPase cell inh	ALOX12 inhib
1	-1	-3%
2	12	0%
3	2	-14%
4	u	-1%
5	x	-1%
6	0	1%
7	4	-5%
8	5	-12%
9	x	-18%
10	-8	-1%
11	u	-9%
12	0	2%

# Further records follow.
no.	mol	PNC assembly inh	15-hLO-2 inh
13	CCCCCNC(=O)Cc1ccc(OC)cc1	10	1%
14	O=C(Nc1ccc(Cl)cc1)C1CCC(=O)N1Cc1ccccc1Cl (stereo not given)	-90*	10%
15	O=C(Cc1cccs1)NCCn1ccc2ccccc21	u	-9%
16	N#Cc1c(NC(=O)CSc2nnc(-c3ccccc3)o2)sc2c1CCCC2	u	-10%[11.4 µM]
17	CCOC(=O)c1nc(C)[nH]c1C(=O)OCC	-5	-4%
18	O=C(Nc1ccc(-n2cnnn2)cc1)C1CCCN1C(=O)NC1CCCCC1 (stereo not given)	25	-1%
19	COCCn1c(SCC(=O)c2ccc3c(c2)OCCO3)nnc1-c1ccoc1C	u	-6%
20	O=C(NCc1cccs1)C1CCN(S(=O)(=O)c2cccc3nsnc23)CC1	-6	-9%
21	Cn1c(=O)c2c(ncn2CC(=O)Nc2ccc(Cl)cc2Cl)n(C)c1=O	u	0%
22	CC1CCN(c2ncnc3nc[nH]c23)CC1	-10	0%
23	O=C(NC1CCCC1)c1cccc(Cn2cc([N+](=O)[O-])cn2)c1	52	x
24	COc1ccc(/C(O)=C2/C(=O)C(=O)N(CCN3CCOCC3)C2c2ccccn2)cc1 (stereo not given)	-21	-12%

no.	IMPase cell inh	ALOX12 inhib
13	4	0%
14	0	1%
15	-3	2%
16	4[1.84 µM]	-1%
17	-7	-6%
18	3	-1%
19	12	-2%
20	5	0%
21	-2	-2%
22	7	4%
23	x	18%
24	-1	-4%

# The results go on.
no.	mol	PNC assembly inh	15-hLO-2 inh
25	Cc1cc(NC(=O)c2cccc(F)c2)no1	-8	-7%
26	COc1ccccc1C1NC=C([N+](=O)[O-])C=C1[N+](=O)[O-] (stereo not given)	16	x
27	COc1ccc2nc(NC(=O)CN3CCOCC3)sc2c1	-14	-7%
28	C/C=C(/C)C(=O)O[C@H]1[C@@H](O)c2c(ccc3ccc(=O)oc23)OC1(C)C	50	x
29	CC1(C)CC(=O)c2c(Cc3ccccc3)n[nH]c2C1	12	-1%
30	CN(C)CCNC(=S)Nc1ccc(Cl)cc1Cl	10	x
31	NS(=O)(=O)c1cccc(NC(=O)CN2CCN(Cc3ccc4c(c3)OCO4)CC2)c1	55	x
32	COc1ccccc1C(=O)Nc1ccccc1SC	26	0%
33	CC(C)NC(=O)C1CC(=O)N(C(C)c2ccccc2)C1 (stereo not given)	8	1%
34	O=C(CCNC(=O)c1ccccc1Cl)Nc1nc(-c2ccc3ccccc3c2)cs1	31	x
35	COC(=O)C1C(=O)C2=C(CC1C)NC(C)=C(C(=O)OC1CCCCC1)C2c1ccc(N(C)C)cc1 (stereo not given)	-100*	x
36	COC(=O)c1sc2ccccc2c1NC(=O)c1ccc(S(=O)(=O)N2CCC(C)CC2)cc1	3	x

no.	IMPase cell inh	ALOX12 inhib
25	0	5%
26	x	-7%
27	-3	4%
28	x	1%
29	5	0%
30	x	-3%
31	x	0%
32	0	-5%
33	-3	5%
34	x	-6%
35	-7	-9%
36	4	3%

# Numbers 32–36, reprinted for reference:
no.	mol	PNC assembly inh	15-hLO-2 inh
32	COc1ccccc1C(=O)Nc1ccccc1SC	26	0%
33	CC(C)NC(=O)C1CC(=O)N(C(C)c2ccccc2)C1 (stereo not given)	8	1%
34	O=C(CCNC(=O)c1ccccc1Cl)Nc1nc(-c2ccc3ccccc3c2)cs1	31	x
35	COC(=O)C1C(=O)C2=C(CC1C)NC(C)=C(C(=O)OC1CCCCC1)C2c1ccc(N(C)C)cc1 (stereo not given)	-100*	x
36	COC(=O)c1sc2ccccc2c1NC(=O)c1ccc(S(=O)(=O)N2CCC(C)CC2)cc1	3	x

no.	IMPase cell inh	ALOX12 inhib
32	0	-5%
33	-3	5%
34	x	-6%
35	-7	-9%
36	4	3%

# More structures follow:
no.	mol	PNC assembly inh	15-hLO-2 inh
37	CC(Oc1ccccc1)c1ccnn1S(=O)(=O)c1ccccc1 (stereo not given)	u	-7%
38	CCOC(=O)N1CCC(Nc2nc3ccccc3n3nnnc23)CC1	-12	-7%
39	Fc1cc(Br)ccc1NC(=S)Nc1ccccc1	-2	x
40	Cc1ccccc1OCC(O)Cn1c(=N)n(CCN2CCOCC2)c2ccccc21 (stereo not given)	39	39%[activator]
41	CC(C)Nc1nc(NC(C)C)nc(C(=O)OCCO)n1	21	5%
42	COc1cccc(-n2c(SCc3cc(=O)oc4cc(O)c(O)cc34)nc3ccccc3c2=O)c1	9	x
43	CC(=O)N(NC(=O)c1ccc(C)cc1)C1CC(=O)N(c2ccccc2Cl)C1=O (stereo not given)	-24	x
44	CCOC(=O)N1CCN(C(=O)CN(c2ccc(OCC)cc2)S(C)(=O)=O)CC1	32	0%
45	O=C=Nc1ccc(Cl)c(Cl)c1	x	-9%
46	CC1CCC/C(=N\NC(=O)COc2ccccc2Cl)C1 (stereo not given)	-27	x
47	O=C(COc1ccccc1Cl)Nc1ccc(Cl)cn1	8	-3%
48	Cc1oc(-c2ccc(Cl)cc2)nc1CN1CCC(C(=O)NCc2ccco2)CC1	-7	11%

no.	IMPase cell inh	ALOX12 inhib
37	6	-7%
38	7	-2%
39	-9	u
40	-1	14%
41	-2	4%
42	x	u
43	-1	0%
44	-8	-4%
45	x	-3%
46	5	-5%
47	-3	-9%
48	-2	-7%

# The list continues.
no.	mol	PNC assembly inh	15-hLO-2 inh
49	CCC(=O)Nc1ccc(C(=O)Nc2ccc3c(c2)OCO3)cc1	32	0%
50	COc1cc(OC)c(OC)cc1CN1CCc2ccccc2C1	2	-3%
51	COc1ccc(C2C(C(C)=O)=C(O)C(=O)N2c2nccs2)cc1OC (stereo not given)	-4	x
52	COC(=O)[C@H](Cc1ccccc1)NC(=O)N1CCN(Cc2ccccc2)CC1	82	6%
53	CC(Oc1ccc(Cl)cc1Cl)C(=O)Nn1cnnc1 (stereo not given)	-119*	x
54	CC1=[N+](C)N(c2ccccc2)C(=O)C1N=Cc1ccc(Cl)cc1 (stereo not given)	u	x
55	Fc1ccccc1OCCCCCN1CCCC1	2	x
56	COc1cc(CNC(=O)CCCCCCC(C)C)ccc1O	x	1%&-5%
57	O=C(CCSc1nnc2scc(-c3ccccc3)n12)NCc1ccc2c(c1)OCO2	37	-2%
58	COc1cccc(/C=N/NC(N)=S)c1OCc1ccccc1Cl	18	x
59	Cc1ccc(C)c(NC(=O)CSc2nnc(-c3ccco3)o2)c1	-5	1%
60	COc1cc(/C=N/OCC(=O)Nc2cc(C)cc(C)c2)ccc1OCc1ccc(Cl)cc1	20	x

no.	IMPase cell inh	ALOX12 inhib
49	5	-9%
50	-3	-5%
51	-1	-2%
52	-3	2%
53	-3	4%
54	x	-3%
55	x	1%
56	7&5	-4%&-4%
57	-11	-7%
58	x	-12%
59	4	2%
60	x	-4%

# Other structures
no.	mol	PNC assembly inh	15-hLO-2 inh
61	CNC(=O)CN1C(=O)c2cccc3cccc1c23	13	-13%
62	O=C(CSc1nnnn1-c1ccccc1)N1N=CCC1c1ccccc1 (stereo not given)	-3	x
63	COC(=O)C1=C(C)N(C)C(=O)NC1c1ccc(C)cc1 (stereo not given)	u	-2%
64	COc1ccc(CN2C(=O)c3cccnc3C2Nc2ccc(OC)c(Cl)c2)cc1 (stereo not given)	-5	8%
65	CCCOc1ccc2c(=O)c(N3C(=O)c4ccccc4C3=O)c(C)oc2c1	-5	-2%
66	COc1ccccc1CN1CCCC2(CCN(S(=O)(=O)c3ccccc3)CC2)C1	x	12%
67	COCCNC(=O)C1c2ccccc2C(=O)N(CCOC)C1c1ccc(F)cc1 (stereo not given)	-13	-7%
68	O=c1[nH]c2ccccc2nc1/C=C(\O)C1CC1	16	x
69	N#Cc1cccc(-c2nc(Nc3ccccc3)c3ccccc3n2)c1	x	-2%
70	COc1cc(OC)cc(C(=O)N2c3ccc(F)cc3CCC2C)c1 (stereo not given)	u	-1%
71	O=c1cc(CSc2ccccn2)nc(N2CCN(c3ccccc3)CC2)[nH]1	35	-3%
72	COc1ccc(CNC(=O)Cc2nn(C)c(=O)c3ccccc23)cc1	-12	-3%

no.	IMPase cell inh	ALOX12 inhib
61	15	7%
62	-14	-1%
63	1	-2%
64	1	-11%
65	1	0%
66	x	4%
67	-18	-5%
68	x	1%
69	x	-4%
70	13	-7%
71	-9	1%
72	3	6%

# The listing continues:
no.	mol	PNC assembly inh	15-hLO-2 inh
73	CCCCCc1ccc(CC(=O)O)cc1	u	-4%
74	CC(C)C(C(=O)NCc1ccco1)N(C(=O)CNS(=O)(=O)c1ccccc1)C1CCCC1 (stereo not given)	u	3%
75	Clc1ccc(-c2nnc(CNC3CC3)o2)cc1	16	x
76	CC(=O)Nc1ccc2c(c1)CN(c1cc(C)ccc1C)CO2	u	x
77	Nn1c(Cc2cccc3ccccc23)nnc1SCc1c(F)cccc1Cl	-23	x
78	O=C(O)c1cccc(NC(=O)c2cccc(NC(=O)C3CCCO3)c2)c1 (stereo not given)	22	0%
79	CC(=O)Nc1c2c(nn1-c1ccc(C)cc1C)CSC2	u	5%[11.4 µM]
80	COc1ccccc1CNC(=O)c1ccccc1OC	u	0%
81	COC(=O)c1ccc2c(=O)n(CC3CCCO3)c(=S)[nH]c2c1 (stereo not given)	53	4%
82	COc1cc(C(c2sc3nc(C)nn3c2O)N2CCN(c3ccccc3)CC2)cc(OC)c1OC (stereo not given)	-8	x
83	CCOC(=O)C1=C(C)NC(SCC(N)=O)=C(C#N)C1c1ccncc1 (stereo not given)	u	3%
84	N=C1CCCN1CC(=O)c1ccc(Cl)cc1	u	x
85	Cn1c2c(c(=O)n(C)c1=O)C(c1ccc(O)cc1)Nc1ccccc1O2 (stereo not given)	-11	-5%
86	COc1cc(C)c(C)cc1S(=O)(=O)N1CCN(Cc2ccccc2)CC1	-13	21%

no.	IMPase cell inh	ALOX12 inhib
73	-2	-10%
74	-1	-5%
75	x	-6%
76	10	3%
77	x	-1%
78	u	-4%
79	9[1.84 µM]	-3%
80	2	9%
81	14	0%
82	-8	2%
83	-1	-7%
84	8	1%
85	1	-2%
86	5	1%

# This is a subset; the hit share may differ from the screen's.
